PrPC TRFRET: inhibitors of human cell surface prion protein PrPC, primary screen, cell-based, TR-FRET; Major prion protein (Homo sapiens), P04156; TR-FRET read-out; inhibition, % at 13.8 µM; 370,000 tested, 0.43% active; in the data active = inhibition above about 24%; also: 0% = median of the test wells and 100% = reference compound wells
MazF activator: activators of E. coli MazEF toxin-antitoxin RNase, primary screen, biochemical, fluorescence, uHTS; FAM/BHQ RNA-DNA oligo cleavage fluorescence, 5 h; activation, % at 20 µM; 350,000 tested, 0.32% active; AID 504720, 2011; in the data active = activation above about 50%
Target sequence (P0AE70 whole entry, looked up): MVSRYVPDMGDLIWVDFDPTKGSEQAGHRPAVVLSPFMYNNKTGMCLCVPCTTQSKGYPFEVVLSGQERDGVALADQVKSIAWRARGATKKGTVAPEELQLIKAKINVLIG
Rv3671c inh: Rv3671c serine protease inhibitors, primary screen, biochemical, fluorescence polarization, M. tuberculosis H37Rv | P9WHR9 | inhibition, % at 5.96 µM | 320,000 tested, 0.048% active; in the data active = inhibition above about 38%;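 also: extracellular domain of Rv3671c used as enzyme; 0% = enzyme with DMSO and 100% = no enzyme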
Target sequence (P9WHR9 whole entry, looked up, the tested form may be a part): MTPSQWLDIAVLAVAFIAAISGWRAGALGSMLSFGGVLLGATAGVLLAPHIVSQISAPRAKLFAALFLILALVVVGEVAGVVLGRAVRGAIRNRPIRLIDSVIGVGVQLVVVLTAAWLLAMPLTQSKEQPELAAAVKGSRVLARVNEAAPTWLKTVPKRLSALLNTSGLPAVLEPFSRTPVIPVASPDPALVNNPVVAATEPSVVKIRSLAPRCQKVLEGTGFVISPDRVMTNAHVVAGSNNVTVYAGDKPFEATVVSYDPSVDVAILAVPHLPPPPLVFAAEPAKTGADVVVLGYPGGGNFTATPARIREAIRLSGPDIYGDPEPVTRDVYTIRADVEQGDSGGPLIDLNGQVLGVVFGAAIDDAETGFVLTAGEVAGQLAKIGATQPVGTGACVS
CCHF vOTU inh: CCHFV vOTU protease inhibitors, primary screen, biochemical, Pep-AMC substrate, fluorescence | 370,000 tested, 0.55% active | Crimean-Congo hemorrhagic fever virus L polyprotein viral ovarian tumor (vOTU) protease … | inhibition, % at 11.5 µM; in the data active = inhibition above about 30%; also: 0% = vehicle wells with enzyme and 100% = no enzyme wells
SARS 3CLpro inh: SARS-CoV 3CLpro protease inhibitors, primary screen, biochemical, quenched FRET | recombinant SARS-CoV 3CLpro, quenched FRET peptide cleavage | Replicase polyprotein 1ab (Severe acute respiratory syndrome coronavirus), P0C6X7 | 290,000 tested, 0.14% active | inhibition, % at 6 µM | AID 1706, 2009; in the data active = inhibition above about 12%
BoNT-A LC inh2: BoNT/A light chain protease inhibitors, primary screen, biochemical, flow cytometry, MLPCN library. multiplex microsphere protease substrate cleavage. inhibition, % at 10 µM. 360,000 tested, 0.17% active; also: plate controls were buffer without enzyme for full effect and enzyme alone for no effect
PriA SSB inh: inhibitors of Klebsiella pneumoniae PriA binding to SSB C-terminal tail, primary screen, biochemical, AlphaScreen; AlphaScreen SSBct-PriA binding, biotinylated peptide; inhibition, % at 33 µM; 430,000 tested, 0.6% active; in the data active = inhibition mostly above about 37%, no sharp cut-off; inactive = mostly below about 20%;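 also: plate controls were negative control peptide for no effect and reference peptide for full effect; strong numbers were not always called active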
Anthrax LF prot: Bacillus anthracis LF protease inhibitors, primary screen, biochemical, multiplex microsphere, MLPCN library; 360,000 tested, 0.12% active; inhibition, % at 10 µM; multiplex microsphere protease cleavage assay; AID 588501, 2011; also: plate controls were buffer without enzyme for full effect and enzyme alone for no effect
DUSP3 inh: VHR1 phosphatase inhibitors, primary screen, biochemical, absorbance, uHTS | Dual specificity protein phosphatase 3 (Homo sapiens), P51452 | recombinant VHR phosphatase, pNPP absorbance | inhibition, % at 13.3 µM | 290,000 tested, 0.52% active; in the data active = inhibition above about 50%; also: some compounds called inactive have numbers as strong as hits
Target sequence (P51452 whole entry, looked up): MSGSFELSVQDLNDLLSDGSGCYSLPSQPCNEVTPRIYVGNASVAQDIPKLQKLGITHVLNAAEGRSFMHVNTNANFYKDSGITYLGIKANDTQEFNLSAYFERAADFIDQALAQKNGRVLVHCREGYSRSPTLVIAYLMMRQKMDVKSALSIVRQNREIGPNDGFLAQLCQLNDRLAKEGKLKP
BoNT-F LC inh: BoNT/F light chain protease inhibitors, primary screen, biochemical, flow cytometry, MLPCN library; Botulinum neurotoxin type F light chain protease (Clostridium botulinum); 360,000 tested, 0.22% active; inhibition, % at 10 µM; AID 588497, 2011; Multiplex microsphere protease cleavage assay; in the data active = inhibition above about 35%, passing the limit was not always enough; inconclusive = no clear call, values can overlap the other calls; also: plate controls were buffer without enzyme for full effect and enzyme alone for no effect
* = called active by the depositor. Rule as the data show it, unless noted: active = inhibition above about 30%; inconclusive = no clear call, values can overlap the other calls; inactive = below that.

What do the screens show for `O=C(NCCNC(=O)c1cnccn1)c1ccc(Cl)cc1`?
PrPC TRFRET: 6; MazF activator: -2; Rv3671c inh: -15; CCHF vOTU inh: -2; SARS 3CLpro inh: -2; BoNT-A LC inh2: 1.1; PriA SSB inh: -9; Anthrax LF prot: -10; DUSP3 inh: -3; BoNT-F LC inh: -16

What do the screens show for `O=C(OCCN=C1NS(=O)(=O)c2ccccc21)c1ccco1`?
PrPC TRFRET: -2; MazF activator: -8; Rv3671c inh: 8; CCHF vOTU inh: 22; SARS 3CLpro inh: 1; BoNT-A LC inh2: -0.6; PriA SSB inh: -23; Anthrax LF prot: 2; DUSP3 inh: -12; BoNT-F LC inh: -2

Results for Nc1c(C2CCCCC2)c(=O)on1C(=O)c1ccccc1 ?
PrPC TRFRET: 6; MazF activator: 2; CCHF vOTU inh: -5; BoNT-A LC inh2: -0.3; PriA SSB inh: -12; Anthrax LF prot: -6; BoNT-F LC inh: -1

Results for CC(=O)C1=C(C)N(CC2CC2)C(=O)N[C@H]1c1ccccc1 ?
PrPC TRFRET: 2; MazF activator: 0; Rv3671c inh: 4; CCHF vOTU inh: 0; SARS 3CLpro inh: -1; BoNT-A LC inh2: 0.3; PriA SSB inh: -16; Anthrax LF prot: 3; DUSP3 inh: 1; BoNT-F LC inh: 1

What do the screens show for `CCOc1ccc(S(=O)(=O)N2CCN(C(=O)c3ccccc3Cc3ccccc3)CC2)cc1`?
PrPC TRFRET: 4; MazF activator: -22; Rv3671c inh: 7; CCHF vOTU inh: -4; BoNT-A LC inh2: 1.4; PriA SSB inh: -7; Anthrax LF prot: -2; BoNT-F LC inh: -4

How did O=c1c2ccccc2nc2n1CCCCC2 do in these assays?
PrPC TRFRET: 7; MazF activator: 6; Rv3671c inh: -13; CCHF vOTU inh: 1; SARS 3CLpro inh: -3; BoNT-A LC inh2: 0.8; PriA SSB inh: -9; Anthrax LF prot: 0; DUSP3 inh: 20; BoNT-F LC inh: 2

How did COc1ccc(CNCC(O)COc2ccc(C(C)(C)c3ccccc3)cc2)cc1 (configuration not stated) do in these assays?
PrPC TRFRET: -8; MazF activator: -16; Rv3671c inh: -2; CCHF vOTU inh: 10; SARS 3CLpro inh: 7; BoNT-A LC inh2: -0.7; PriA SSB inh: 10; Anthrax LF prot: -2; BoNT-F LC inh: -48

What do the screens show for `NC(=O)Nc1ccc(C(=O)OCC(=O)c2c[nH]c3ccccc23)cc1`?
PrPC TRFRET: 3; MazF activator: 0; Rv3671c inh: -7; CCHF vOTU inh: -6; BoNT-A LC inh2: -0.6; PriA SSB inh: 0; Anthrax LF prot: -2; BoNT-F LC inh: -11

What do the screens show for `COc1cc(CN2C[C@@H](CO)O[C@@H](n3cnc4c(NCC(C)C)ncnc43)C2)cc(OC)c1OC`?
PrPC TRFRET: 1; CCHF vOTU inh: -2; BoNT-A LC inh2: 0.2; Anthrax LF prot: 1; BoNT-F LC inh: -3

What do the screens show for `CN(C)S(=O)(=O)c1ccc(NC(=O)CCNC(=O)c2ccc([N+](=O)[O-])cc2)cc1`?
PrPC TRFRET: -20; MazF activator: 1; Rv3671c inh: 1; CCHF vOTU inh: -11; SARS 3CLpro inh: 2; BoNT-A LC inh2: 0.0; PriA SSB inh: -4; Anthrax LF prot: -2; DUSP3 inh: 11; BoNT-F LC inh: -1

How did COc1ccc(OC)c(N2C(=O)c3ccccc3C2c2nnnn2-c2ccc3c(c2)OCCO3)c1 (configuration not stated) do in these assays?
PrPC TRFRET: -3; CCHF vOTU inh: 8; BoNT-A LC inh2: 0.2; Anthrax LF prot: 1; BoNT-F LC inh: -6

What do the screens show for `COc1ccc(C(=O)COC(=O)CNC(=O)c2cc(OC)cc(OC)c2)cc1`?
PrPC TRFRET: 3; MazF activator: -1; Rv3671c inh: 2; CCHF vOTU inh: -4; SARS 3CLpro inh: -1; BoNT-A LC inh2: 0.8; PriA SSB inh: -8; Anthrax LF prot: 1; DUSP3 inh: -11; BoNT-F LC inh: 3

How did Cc1ccc2ccc[n+](Cc3ccccc3)c2c1 do in these assays?
PrPC TRFRET: -17; MazF activator: 14; Rv3671c inh: 2; CCHF vOTU inh: 3; BoNT-A LC inh2: -1.2; PriA SSB inh: -23; Anthrax LF prot: -7; BoNT-F LC inh: 10

Results for COc1ccc(N2C(=O)CC(SCc3ccc(Cl)cc3)C2=O)cc1 (configuration not stated) ?
PrPC TRFRET: -5; MazF activator: 12; Rv3671c inh: -13; CCHF vOTU inh: 5; SARS 3CLpro inh: 3; BoNT-A LC inh2: 3.4; PriA SSB inh: -25; Anthrax LF prot: 0; DUSP3 inh: -11; BoNT-F LC inh: inconclusive

What do the screens show for `O=C(NC1CCCCC1)N(Cc1cc2cc3c(cc2[nH]c1=O)OCCO3)C1CCCCC1`?
PrPC TRFRET: 2; MazF activator: 6; Rv3671c inh: 10; CCHF vOTU inh: -12; SARS 3CLpro inh: 2; BoNT-A LC inh2: 0.3; PriA SSB inh: 2; Anthrax LF prot: -6; DUSP3 inh: 23; BoNT-F LC inh: 11

How did CC1=C(C(=O)N2CCCCCC2)CC(CC(=O)NCc2cccc3ccccc23)C(=O)N1CCC1=CCCCC1 (configuration not stated) do in these assays?
PrPC TRFRET: -6; CCHF vOTU inh: 15; BoNT-A LC inh2: -0.5; Anthrax LF prot: -10; BoNT-F LC inh: -3

Results for COc1cc(NS(=O)(=O)c2ccc(NC(=O)c3ccc(S(=O)(=O)N4CCCC4)cc3)cc2)ncn1 ?
PrPC TRFRET: -1; Rv3671c inh: -13; CCHF vOTU inh: -4; SARS 3CLpro inh: -3; DUSP3 inh: 2

Results for CCCCN(CCCC)CC(O)CN(c1cc([N+](=O)[O-])ccc1OC)S(=O)(=O)c1ccccc1 (configuration not stated) ?
PrPC TRFRET: -5; MazF activator: -13; Rv3671c inh: -5; CCHF vOTU inh: -4; SARS 3CLpro inh: 5; BoNT-A LC inh2: 0.6; PriA SSB inh: -2; Anthrax LF prot: -5; DUSP3 inh: 22; BoNT-F LC inh: -9

Results for CCCCOc1ccc(CSc2ncn[nH]2)cc1 ?
PrPC TRFRET: -4; MazF activator: 6; Rv3671c inh: -5; CCHF vOTU inh: 16; SARS 3CLpro inh: -3; BoNT-A LC inh2: -1.0; PriA SSB inh: -8; Anthrax LF prot: -4; DUSP3 inh: -4; BoNT-F LC inh: -7

What do the screens show for `CCS(=O)(=O)N1CCC(C(=O)NCCCOC)CC1`?
PrPC TRFRET: -9; MazF activator: 7; Rv3671c inh: 8; CCHF vOTU inh: 1; SARS 3CLpro inh: -2; BoNT-A LC inh2: 0.0; PriA SSB inh: -3; Anthrax LF prot: -2; DUSP3 inh: 15; BoNT-F LC inh: 5

How did Cc1ccc(N2CC(C(=O)NCCS(=O)(=O)N3CCN(c4ccccc4)CC3)CC2=O)cc1C (configuration not stated) do in these assays?
PrPC TRFRET: 2; MazF activator: 6; Rv3671c inh: 4; CCHF vOTU inh: -4; SARS 3CLpro inh: -3; BoNT-A LC inh2: -0.6; PriA SSB inh: -9; Anthrax LF prot: 0; DUSP3 inh: -17; BoNT-F LC inh: -5

Results for CCCc1[nH]n(-c2nc3ccccc3s2)c(=O)c1C=NCC(C)C ?
PrPC TRFRET: -2; MazF activator: 1; Rv3671c inh: 0; CCHF vOTU inh: 9; SARS 3CLpro inh: 6; BoNT-A LC inh2: -0.6; PriA SSB inh: 4; Anthrax LF prot: 7; DUSP3 inh: -15; BoNT-F LC inh: 6

How did CC(OC(=O)c1ccc2c(c1)S(=O)(=O)c1ccccc1C2=O)C(N)=O (configuration not stated) do in these assays?
PrPC TRFRET: -32; MazF activator: 9; Rv3671c inh: -1; CCHF vOTU inh: -8; SARS 3CLpro inh: 2; BoNT-A LC inh2: 0.3; PriA SSB inh: -16; Anthrax LF prot: 9; DUSP3 inh: -12; BoNT-F LC inh: 2

What do the screens show for `Cc1cc(SCC(=O)N(C)C2CCCCC2)nc2ccccc12`?
PrPC TRFRET: 11; MazF activator: 2; Rv3671c inh: -3; CCHF vOTU inh: 13; BoNT-A LC inh2: 0.3; PriA SSB inh: -4; Anthrax LF prot: -4; BoNT-F LC inh: 2

Reprinted from the results shown (4 entries):
How did Cc1ccc(N2CC(C(=O)NCCS(=O)(=O)N3CCN(c4ccccc4)CC3)CC2=O)cc1C (configuration not stated) do in these assays?
PrPC TRFRET: 2; MazF activator: 6; Rv3671c inh: 4; CCHF vOTU inh: -4; SARS 3CLpro inh: -3; BoNT-A LC inh2: -0.6; PriA SSB inh: -9; Anthrax LF prot: 0; DUSP3 inh: -17; BoNT-F LC inh: -5

Results for CCCc1[nH]n(-c2nc3ccccc3s2)c(=O)c1C=NCC(C)C ?
PrPC TRFRET: -2; MazF activator: 1; Rv3671c inh: 0; CCHF vOTU inh: 9; SARS 3CLpro inh: 6; BoNT-A LC inh2: -0.6; PriA SSB inh: 4; Anthrax LF prot: 7; DUSP3 inh: -15; BoNT-F LC inh: 6

How did CC(OC(=O)c1ccc2c(c1)S(=O)(=O)c1ccccc1C2=O)C(N)=O (configuration not stated) do in these assays?
PrPC TRFRET: -32; MazF activator: 9; Rv3671c inh: -1; CCHF vOTU inh: -8; SARS 3CLpro inh: 2; BoNT-A LC inh2: 0.3; PriA SSB inh: -16; Anthrax LF prot: 9; DUSP3 inh: -12; BoNT-F LC inh: 2

What do the screens show for `Cc1cc(SCC(=O)N(C)C2CCCCC2)nc2ccccc12`?
PrPC TRFRET: 11; MazF activator: 2; Rv3671c inh: -3; CCHF vOTU inh: 13; BoNT-A LC inh2: 0.3; PriA SSB inh: -4; Anthrax LF prot: -4; BoNT-F LC inh: 2

Following part:
Results for COc1ccc(NC(=S)NC(=O)CC(C)C)c(OC)c1 ?
PrPC TRFRET: 1; MazF activator: 19; Rv3671c inh: 0; CCHF vOTU inh: 8; SARS 3CLpro inh: -1; BoNT-A LC inh2: 0.9; PriA SSB inh: -13; Anthrax LF prot: -1; DUSP3 inh: 4; BoNT-F LC inh: -4

How did NC(=O)c1cc2nc(-c3ccco3)cc(C(F)(F)F)n2n1 do in these assays?
PrPC TRFRET: -2; MazF activator: -1; Rv3671c inh: 11; CCHF vOTU inh: -30; SARS 3CLpro inh: 2; BoNT-A LC inh2: 2.0; PriA SSB inh: 4; Anthrax LF prot: 0; DUSP3 inh: 13; BoNT-F LC inh: 10

Results for Cn1nc(C(F)(F)F)c(/C=N/OCc2c(Cl)cccc2Cl)c1Cl ?
PrPC TRFRET: -6; MazF activator: -11; Rv3671c inh: -5; CCHF vOTU inh: -4; SARS 3CLpro inh: 2; BoNT-A LC inh2: 0.1; Anthrax LF prot: -10; DUSP3 inh: 31; BoNT-F LC inh: -4

What do the screens show for `O=c1ccc2cc3c4c(c2o1)CCCN4CCC3`?
PrPC TRFRET: -13; MazF activator: -396; Rv3671c inh: 1; CCHF vOTU inh: -144; SARS 3CLpro inh: -4; BoNT-A LC inh2: inconclusive; PriA SSB inh: 12; Anthrax LF prot: inconclusive; DUSP3 inh: 20; BoNT-F LC inh: inconclusive

Results for CC1CCCC/C1=N/Nc1ccc([N+](=O)[O-])cc1[N+](=O)[O-] (configuration not stated) ?
PrPC TRFRET: -10; MazF activator: 5; Rv3671c inh: -4; CCHF vOTU inh: -3; SARS 3CLpro inh: -3; BoNT-A LC inh2: 0.5; Anthrax LF prot: -4; DUSP3 inh: 4; BoNT-F LC inh: -5

High-throughput results as filed in PubChem.

The list is partial (hit frequency here may not be typical).
